Assay outcomes from PubChem.
NOD1 inhibition – inhibition of NOD1-driven NF-kB reporter – cell-based, luminescence, uHTS, primary screen (AID 1578) | NOD1-driven NF-kB luciferase reporter cells, luminescence; higher % means a stronger effect | inhibition, % at 4 µM, or EC50 in µM where a hit was titrated | 1% of 290,000 active; in the data active = inhibition mostly above about 36%, no sharp cut-off; inactive = mostly below about 34%;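 note: HEK-293T reporter cells stimulated with the NOD1 agonist gamma-tri-DAP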
TNAP activation fold – stimulation of alkaline phosphatase TNAP activity – biochemical, luminescent, no phosphate acceptor, uHTS, primary screen (AID 1001); purified TNAP, luminescent activation assay, no phosphate acceptor; higher activation fold means a stronger effect; 0.03% of 200,000 active; one-dose activation fold at 20 µM; EC50 in µM for titrated hits; in the data active = activation fold from about 3, or a potency from the dose series; inactive = the rest, 99 in 100 with activation fold below about 1.6; note: many of its hits are not listed in these tables
Yfh1-depleted yeast – mitochondrial function rescue without frataxin homolog – Friedreich's ataxia, plus single-dose screen, dose response (AID 1465). S. cerevisiae Yfh1-off respiration, WST-1 reduction, 72 h; higher fold induction means a stronger effect. 0.074% of 220,000 active. one-dose fold induction at 50 µM; EC50 in µM for titrated hits;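 active = fold induction of absorbance versus untreated yeast above a set limit, then at least 30% activation at any dose in follow-up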;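 note: activators that raise dye reduction in frataxin-depleted yeast; strong numbers were not always called active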
KOR beta-arrestin-1 – kappa opioid receptor activators – cell-based, luminescence, uHTS, primary screen (AID 1777); KOR beta-arrestin recruitment, luminescence; higher % means a stronger effect; activation, % at 10 µM, or EC50 in µM where a hit was titrated; 0.02% of 280,000 active; in the data active = activation above about 50%, passing the limit was not always enough; note: a part of the inactive calls stands beside numbers as strong as those of hits
NOD2 inhibition – inhibition of NOD2-driven NF-kB reporter – cell-based, luminescence, uHTS, HEK293 (AID 1566) | HEK293 NOD2/NF-kB luciferase reporter, luminescence; higher % means a stronger effect | one-dose inhibition, % at 4 µM; EC50 in µM for titrated hits | 0.63% of 290,000 active; note: many of its hits are not listed in these tables
NTR1 agonist – NTR1-driven beta-arrestin-GFP spot formation – imaging, U2OS cells, high content, primary screen (AID 493036); agonist mode; activation, % at 20 µM; 0.17% of 330,000 active;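 active = activation at or above 40% of the spot to cytoplasm intensity ratio, with at least 20 cells analyzed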;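 note: 0% = DMSO without peptide and 100% = 100 nM NTR1 peptide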
Target sequence (P30989 whole entry, looked up): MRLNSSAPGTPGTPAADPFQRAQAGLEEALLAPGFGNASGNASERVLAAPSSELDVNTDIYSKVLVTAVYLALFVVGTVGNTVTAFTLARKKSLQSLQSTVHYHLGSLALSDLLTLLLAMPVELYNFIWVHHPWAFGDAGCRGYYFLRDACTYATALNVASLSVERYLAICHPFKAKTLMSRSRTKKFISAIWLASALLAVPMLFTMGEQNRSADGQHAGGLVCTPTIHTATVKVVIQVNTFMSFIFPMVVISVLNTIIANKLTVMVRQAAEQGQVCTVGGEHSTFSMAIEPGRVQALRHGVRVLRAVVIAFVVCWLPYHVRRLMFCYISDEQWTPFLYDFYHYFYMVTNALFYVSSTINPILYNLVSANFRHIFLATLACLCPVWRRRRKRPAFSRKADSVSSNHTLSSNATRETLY
CSM14.1 death rescue – protection against thapsigargin-triggered cell killing – 384-well, CSM14.1, ATP luminescence, primary screen (AID 1222); CSM14.1 thapsigargin-induced death rescue, ATP luminescence; higher % means a stronger effect; cellular ATP content (survival), % at 20 µM, or EC50 in µM where a hit was titrated; 190,000 tested, under 10 active;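 active = EC50 below 50 µM in the dose-response confirmation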;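 note: death triggered by thapsigargin at about 15 µM added after 2 h compound pretreatment; cell ATP read after overnight thapsigargin exposure of roughly 18 to 22 hours; normalized against plate controls of thapsigargin alone and 5% DMSO vehicle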
KOR beta-arrestin-2 – KOR antagonists, beta-arrestin recruitment, cell-based, luminescence, uHTS (AID 1778); KOR beta-arrestin recruitment, luminescence, antagonist mode; higher % means a stronger effect; inhibition, % at 10 µM, or IC50 in µM where a hit was titrated; 0.091% of 290,000 active; note: strong numbers were not always called active
GPR55 activation – GPR55 agonists via beta-arrestin recruitment, primary screen, imaging, U2OS cells, beta-arrestin-GFP redistribution (AID 1961). 0.048% of 290,000 active. U2OS GPR55 beta-arrestin-GFP redistribution imaging; higher % means a stronger effect. activation, % at 10 µM, or EC50 in µM where a hit was titrated;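 active = activation above 40% with more than 50 cells counted in the well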;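 note: U2OS osteosarcoma cells stably expressing GPR55 and beta-arrestin-GFP; plate controls were DMSO negative control for no effect and LPI positive control for full effect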
NTR1 agonist cell count 20 µM – recorded beside NTR1 agonist, whose call it bears; cell count; measured here: cell count, cytotoxicity flag
Active calls of the source: *; i = inactive; nt = not tested or not shown; [ ] = dose if it differs, or a comment. Cut-off read from the data, not from the text of the source, unless noted: active = inhibition above about 50%; inactive = the rest.

SMILES | NOD1 inhibition | TNAP activation fold | Yfh1-depleted yeast | KOR beta-arrestin-1 | NOD2 inhibition | NTR1 agonist | NTR1 agonist cell count 20 µM | CSM14.1 death rescue | KOR beta-arrestin-2 | GPR55 activation
CC(C)Cc1nnc(NC(=O)CCC(=O)N2CCCCC2)s1 | -5% | nt | nt | 1.8% | 10% | 0.8 | 58 | nt | -28% | -0.1%
COc1ccc(-c2cc(=O)c(C(=O)c3ccc(C)cc3)n[nH]2)cc1 | -9% | 1.1 | i | -2.7% | -5% | -1.1 | 37 | nt | 7% | -0.4%
COc1ccc(NC(=O)Nc2ccc(C(=O)N3CCOCC3)cc2)cc1OC | -20% | nt | nt | 3.4% | -18% | 0.3 | 55 | nt | -21% | 0.7%
COc1ccc(C(=O)NC(=S)NCCc2ccccc2)cc1 | -22% | 1.1 | i | 0.9% | -12% | 0.1 | 74 | 1.2% | -53%[20 µM] | 0.5%
COc1ccccc1N1CCN(C(=O)c2cccc3c(=O)c(C)c(-c4ccccc4)oc23)CC1 | -10% | 1 | i | -3.6% | -1% | 4.5 | 75 | 1.2% | 10% | -0.1%
N#CCCn1cc(C(=O)O)c(-c2ccc3ccccc3c2)n1 | -8% | nt | nt | 5.3% | 4% | 0.3 | 56 | nt | -15%[20 µM] | 0.3%
CCOC(=O)CSc1nc(N)c(C#N)cc1C#N | -40% | 1.1 | i | 1.7% | -13% | -0.1 | 75 | -6.0% | -49% | -0.5%
COc1cc(/C=C(\C#N)C(=O)NC2CCCCC2)ccc1OCc1ccc(C(=O)O)cc1 | -22% | 1 | i | -3.1% | 24% | 2.7 | 45 | 1.2% | -28%[20 µM] | -0.1%
NC(=O)c1nsc(C(=O)N(c2ccccc2)C(C(=O)NCC2CCCO2)c2cccs2)c1N (stereo not drawn) | 8% | 1.1 | i | -1.9% | 27% | 2.5 | 33 | 0.6% | -14% | 0.4%
Cc1nc2[nH]onc2c2nccc(=O)c12 | -10% | 1.1 | i | 3.1% | -2% | 0.2 | 53 | -0.6% | 4% | -0.2%
Cc1cc(O)c(NC(=S)NC(=O)c2ccc(-c3ccc(Cl)cc3)o2)cc1C | -30% | 1.2 | i | -8.7% | -2% | 25 | 71 | -0.8% | -17% | 0.5%
CC(C)Oc1ccc(C(=O)Nc2ccccc2N2CCCC2)cc1 | 9% | 1.1 | i | -1.7% | 9% | 0.1 | 60 | 2.0% | -27% | 0.0%
O=C(Nc1cccc2ccccc12)c1cn(-c2ccccc2)nc1-c1cccs1 | -8% | 1.2 | i | 0.3% | -9% | 1.8 | 74 | -0.6% | -4% | -0.1%
CCOC(=O)N1CCC(NC(=O)C2CCCCN2S(=O)(=O)c2ccc(F)cc2)CC1 (stereo not drawn) | 4% | 1.2 | i | 1.5% | -7% | -0.8 | 92 | -0.8% | -34% | -0.2%
COC(=O)C1=C(C)NC2=C(C(=O)CC(C)(C)C2)C1c1ccsc1 (stereo not drawn) | -29% | 1.1 | i | -1.9% | -6% | -0.8 | 71 | -5.0% | -137% | 0.8%
C/C(N)=C(/C#N)C(=O)CSc1nc2ccccc2c(=O)n1Cc1ccc(C)cc1 | -10% | 1 | i | -1.9% | 14% | 8.6 | 36 | 2.5% | 36% | 0.1%
N#Cc1ccc(CSc2nc(N)cc(N)n2)cc1 | -8% | nt | nt | 6.7% | 10% | 0.3 | 79 | nt | -61%[20 µM] | -0.1%
CCOC(=O)CCCn1nc(C)n2c(cc3sccc32)c1=O | -16% | 1.1 | i | -6.3% | -1% | 1.2 | 53 | -1.7% | 24% | 0.2%
COC(=O)COc1ccc(S(=O)(=O)NCc2ccc3c(c2)OCO3)cc1 | 13% | nt | nt | -6.8% | 10% | 2.5 | 71 | nt | -11%[20 µM] | -0.1%
COC(=O)C1=C(C)N(C)C(=O)NC1c1ccc(C)cc1 (stereo not drawn) | 4% | 1 | i | -5.8% | 15% | 1.0 | 54 | 3.6% | 5% | -0.2%
Cc1cccn2c(=O)c(/C=C(\C#N)C(=O)NCc3ccco3)c(N3CCOCC3)nc12 | -17% | nt | i | 4.9% | 5% | 0.9 | 55 | nt | -7% | -0.2%
COCCN(C(=O)Nc1ccc(OC)cc1OC)C1CCN(C(C)C)CC1 | -18% | 1.1 | i | -1.5% | 3% | 0.5 | 53 | nt | 29% | -0.1%
O=C(CCNS(=O)(=O)c1ccc(Br)cc1)NC1CCN(Cc2ccccc2)CC1 | -10% | nt | nt | 1.1% | 18% | 0.3 | 74 | nt | 0% | 0.4%
CC(=O)c1ccc(NC(=O)CO/N=C(\C)c2cccs2)cc1 | -31% | 1.1 | i | 0.3% | 5% | 0.2 | 45 | -1.6% | -17% | -0.4%
COc1cc(-c2noc(-c3cccc(Cl)c3)n2)cc(OC)c1OC | -14% | 1 | i | 11% | 3% | 3.7 | 71 | -1.3% | 0% | -0.1%

(listing goes on)
SMILES | NOD1 inhibition | TNAP activation fold | Yfh1-depleted yeast | KOR beta-arrestin-1 | NOD2 inhibition | NTR1 agonist | NTR1 agonist cell count 20 µM | CSM14.1 death rescue | KOR beta-arrestin-2 | GPR55 activation
Cc1ccnc2c(N3C(=O)C4C5c6ccccc6C(c6ccccc65)C4C3=O)cccc12 (stereo not drawn) | 45% | 1 | i | -1.5% | 23% | 2.2 | 72 | -1.5% | 4% | -0.1%
COc1ccc(CNC(=O)CS(=O)Cc2nc(-c3ccccc3C)oc2C)cc1 (stereo not drawn) | -2% | 1 | i | -0.4% | 2% | -1.5 | 80 | 3.8% | -18% | 0.3%
C/C(CCC(C)C)=N\Nc1cc(C)c2ccccc2n1 | 0% | 1.4 | i | 1.0% | 0% | 0.5 | 60 | -1.6% | -24% | 0.3%
Cc1nc2nc(C)c(CCC(=O)N3CCN(c4ccccn4)CC3)c(C)n2n1 | 8% | 1.2 | i | -3.7% | 4% | 2.9 | 73 | 1.1% | 18% | -0.1%
O=C(NCCN1CCN(c2cccc(Cl)c2)CC1)Nc1ccccc1 | -4% | nt | nt | -1.0% | 0% | -1.1 | 82 | nt | -17% | 0.3%
Cn1c(SCC(N)=O)nnc1C1CCN(C(=O)NC2CCCCC2)CC1 | -56% | 1 | i | -0.2% | -19% | -1.7 | 71 | 3.8% | -48% | 0.2%
N#Cc1c(SCC(=O)O)nc(N2CCOCC2)c2c1CCCC2 | 5% | nt | i | 7.9% | 2% | 1.8 | 54 | nt | -30% | -0.2%
O=C(Nc1cccc(F)c1)C1CCN(C(=O)c2ccco2)CC1 | -17% | nt | nt | -5.8% | -60% | -0.9 | 58 | nt | 0% | -0.2%
Cc1[nH]c2ccccc2c1CCN(Cc1cccnc1)C(=S)Nc1cccc(F)c1 | -8% | 1.2 | i | -0.6% | 12% | 2.0 | 33 | 1.9% | -7% | 0.1%
N#C/C(C(=O)N1CCCC1)=C1/N=C(N)c2ccccc21 | -24% | 1 | i | 4.6% | 13% | 0.2 | 59 | -2.1% | -14% | -0.2%
Cn1c(SCCOc2ccccc2Cl)nnc1-c1cccs1 | -7% | 1.1 | i | 0.8% | 12% | 7.4 | 72 | 17% | -3% | -0.4%
COc1cc(C2NC(=S)NC(c3ccccc3)=C2C(C)=O)cc(Cl)c1OCC(=O)O (stereo not drawn) | 0% | 1.1 | i | 4.2% | -5% | 2.8 | 60 | 4.5% | -22% | -0.1%
CCOC(=O)c1nc(C)n(-c2cc(Cl)cc(Cl)c2)n1 | 10% | 1.1 | i | -2.1% | 2% | 5.0 | 71 | -0.8% | 12% | -0.2%
Cc1ccc(NC(=O)c2cccc(N3C(=O)C4C5C=CC(C5)C4C3=O)c2)cc1C (stereo not drawn) | -1% | nt | nt | 5.3% | 24% | 3.5 | 43 | nt | -6% | -0.2%
CC1CN(c2ncc(/C=N/NC(=O)c3ccccc3O)s2)CC(C)O1 (stereo not drawn) | -21% | 1 | i | 3.9% | 9% | 1.8 | 48 | -0.1% | -8% | -0.3%
O=C(NC(=S)N1CCN(c2ccccc2)CC1)c1c(F)cccc1F | 15% | nt | nt | -10% | 6% | 0.8 | 68 | nt | 26% | 0.0%
COc1ccc(C2=NS(=O)(=O)N(C)C(C(=O)N3CCCCC3C)=C2)cc1 (stereo not drawn) | 55% | nt | nt | -3.8% | 11% | 0.7 | 73 | nt | -14%[20 µM] | -0.1%
CCCCn1c(=NC(=O)c2ccco2)c(C(=O)OCC)cc2c(=O)n3cccc(C)c3nc21 | -17% | nt | i | 6.1% | 3% | 9.9 | 48 | nt | -22% | 0.3%
O=[N+]([O-])c1nn(-c2ccccc2)[n+]([O-])c1N1CCN(c2ccccc2)CC1 | -40% | 1.2 | i | -3.1% | 4% | 1.2 | 62 | 0.5% | -8% | -0.2%
CCCCOc1ccc(CSC(=N)N)cc1Cl | -1% | nt | i | -0.4% | 8% | 50* | 38* | nt | -2% | -0.1%
CCOC(=O)c1[nH]c(C)c(C(=O)N2CCN(c3ccc(F)cc3)CC2)c1C | -11% | 1.1 | i | 1.5% | 5% | 0.9 | 67 | -2.4% | 31% | -0.2%
O=C(OCc1nc(-c2ccccc2)oc1COC(=O)c1ccco1)c1ccco1 | -16% | 1.1 | i | 1.2% | -2% | -0.1 | 54 | -0.9% | -13% | -0.1%
CC(=O)n1cc([C@@H]2C=C(C(=O)Nc3ccccc3)O[C@H](OCCCCO)C2)c2ccccc21 | -44% | 1.1 | i | 6.3% | -23% | 5.1 | 72 | 5.0% | -21% | -0.1%
Clc1ccccc1-c1nc2ccccc2c2nc3ccccc3n12 | 32% | 1.1 | i | -4.8% | 24% | 4.0 | 45 | -0.2% | -13% | -0.3%
CC/C(=N/Nc1cccc(Cl)c1)c1cnnc(SC)n1 | -25% | 1 | i | 5.6% | 9% | 4.8 | 43 | -0.6% | -25% | 0.4%
CCCCn1nc(C(=O)OCC(=O)Nc2sccc2C(N)=O)c2ccccc2c1=O | -27% | 1 | i | -3.1% | 14% | 3.4 | 49 | nt | -18% | -0.4%
Nc1ccc2c(c1)CC(=O)c1ccccc1S2 | 42% | 1 | i | 5.2% | -31% | -0.3 | 71 | -0.8% | -40% | -0.2%
O=C1NCCN(Cc2cccc(Oc3ccccc3)c2)C1CC(=O)N1CCCCC1 (stereo not drawn) | 0% | nt | nt | 4.5% | 9% | -0.6 | 48 | nt | -6% | 0.0%

As a short view, 4 of the compounds above.
SMILES | NOD1 inhibition | TNAP activation fold | Yfh1-depleted yeast | KOR beta-arrestin-1 | NOD2 inhibition | NTR1 agonist | NTR1 agonist cell count 20 µM | CSM14.1 death rescue | KOR beta-arrestin-2 | GPR55 activation
Cn1c(SCCOc2ccccc2Cl)nnc1-c1cccs1 | -7% | 1.1 | i | 0.8% | 12% | 7.4 | 72 | 17% | -3% | -0.4%
COc1cc(C2NC(=S)NC(c3ccccc3)=C2C(C)=O)cc(Cl)c1OCC(=O)O (stereo not drawn) | 0% | 1.1 | i | 4.2% | -5% | 2.8 | 60 | 4.5% | -22% | -0.1%
CCOC(=O)c1nc(C)n(-c2cc(Cl)cc(Cl)c2)n1 | 10% | 1.1 | i | -2.1% | 2% | 5.0 | 71 | -0.8% | 12% | -0.2%
Cc1ccc(NC(=O)c2cccc(N3C(=O)C4C5C=CC(C5)C4C3=O)c2)cc1C (stereo not drawn) | -1% | nt | nt | 5.3% | 24% | 3.5 | 43 | nt | -6% | -0.2%

The list is partial; rates above refer to the full screens.
